Screening results as filed in PubChem BioAssay.
PfHsp90 yeast 2 = growth inhibition of PfHsp90-expressing yeast, primary screen, antimalarial PfHsp90 inhibitor project, S. cerevisiae, BacTiter-Glo luminescence, single point, set 2 | BacTiter-Glo ATP, 48 h; yeast lacking PDR1 and PDR3 efflux regulators | inhibition, % at 9.4 µM | 310,000 tested, 0.32% active | AID 504621, 2011;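 active = every replicate shows inhibition above about 80%, whatever the replicate mean, limit read from the data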;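 also: 0% = DMSO neutral controls and 100% = 20 µM radicicol positive controls; yeast relying on Plasmodium falciparum Hsp90 in place of its own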
MITF act = activators of MITF-driven TRPM1 promoter reporter, primary screen, cell-based, SK-MEL-5, luciferase, single point; SK-MEL-5 TRPM1-promoter luciferase, 24 h; % of positive control, neutral wells = 0; activation, % at 12.5 µM; 300,000 tested, 0.75% active; AID 588334, 2011;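 active = mean activation of at least 80% with every replicate also reaching 80%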;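 also: 0% = neutral control wells and 100% = parthenolide positive control wells; values of inactives mirror those of a sister screen read the other way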
CAL PDZ FP-1 = CAL PDZ peptide-binding inhibitors, primary screen, biochemical, fluorescence polarization, Cer-tagged CAL PDZ, HTS | Golgi-associated PDZ and coiled-coil motif-containing protein (Homo sapiens), Q9HD26 | purified CAL PDZ, TMR-peptide fluorescence polarization, 1 h | inhibition, % at 20 µM | 330,000 tested, 0.02% active | AID 504414, 2011;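 active = highest replicate inhibition of at least 40%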;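 also: plate controls were DMSO neutral control wells for no effect and unlabeled competitor peptide control wells for full effect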
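Read-out basis: mP drop reported as inhibition | Assay system: Tagged CAL PDZ protein CerCALP, purified | Benchmarks: Unlabelled peptide for full inhibition, DMSO wells as neutral | Schedule: 1 h incubation at room temperature before polarization reading | Buffer or medium: Sodium phosphate/NaCl buffer pH 7.4 with TCEP, IgG, Thesit | Doses: Single point, 20 µM | Measured by: Fluorescence polarization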
Rtt109 HAT inh = inhibitors of C. albicans Rtt109/Vps75 HAT, primary screen, biochemical, ThioGlo CoA-SH fluorescence, plate reader; Histone acetyltransferase RTT109 (Candida albicans (strain SC5314 / ATCC MYA-2876)), …; inhibition, % at 34.9 µM; 330,000 tested, 0.16% active; purified Rtt109/Vps75, 4 h;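 active = inhibition of at least 50% in every replicate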
SR-BI DiI-HDL act = activators of SR-BI mediated DiI-HDL uptake, primary screen, ldlA[mSR-BI] CHO cells, DiI fluorescence | 3 h; 100 = double the neutral-control signal | 320,000 tested, 0.096% active | AID 504775, 2011 | activation, % at 12.5 µM;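 active = mean replicate activation of at least 60% and every replicate at or above 60%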;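 also: 0% = median plate neutral-control signal and 100% = twice that signal; values of inactives mirror those of a sister screen read the other way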
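Assay system: CHO ldlA[mSR-BI] cells, LDL receptor-null, SR-BI overexpressing; medium: Ham's F12 with 0.5% BSA, HEPES 25 mM, pH 7.4; also added: DiI-HDL 10 µg/mL; timing: 3 h uptake period with compound, 37 °C; signal: DiI fluorescence, bottom read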
SR-BI DiI inh = inhibitors of SR-BI mediated HDL lipid uptake, primary screen, ldlA[mSR-BI] cells, fluorescence, single point; Scavenger receptor class B member 1 (Mus musculus), Q61009; inhibition, % at 12.5 µM; ldlA[mSR-BI] CHO cells, DiI-HDL uptake fluorescence, 3 h; 320,000 tested, 0.96% active; AID 488896, 2010;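 active = mean replicate inhibition of at least 70% and a set share of replicates each scoring 70 or more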;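 also: 0% = median of neutral control wells and 100% = median of positive control wells; values of inactives mirror those of a sister screen read the other way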
CAL PDZ FP-2 = untagged CAL PDZ binding inhibitors, primary screen, biochemical, fluorescence polarization, HTS; purified CAL PDZ, TMR-peptide fluorescence polarization, 1 h; inhibition, % at 24.9 µM; 300,000 tested, 0.92% active; AID 602252, 2012;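 active = mean inhibition of at least 30% with at least half of replicates also reaching 30%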;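 also: 0% = DMSO neutral control and 100% = excess unlabeled competitor peptide PRC23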
NSD2 HMT inh = NSD2 histone methyltransferase inhibitors, primary screen, biochemical, AlphaScreen, single concentration, set 2 | 310,000 tested, 0.54% active | NSD2 peptide methylation, 120 min | Histone-lysine N-methyltransferase NSD2 (Homo sapiens), O96028 | inhibition, % at 12.5 µM | AID 743445, 2014; in the data active = inhibition above about 50%
Target sequence (O96028 whole entry, looked up): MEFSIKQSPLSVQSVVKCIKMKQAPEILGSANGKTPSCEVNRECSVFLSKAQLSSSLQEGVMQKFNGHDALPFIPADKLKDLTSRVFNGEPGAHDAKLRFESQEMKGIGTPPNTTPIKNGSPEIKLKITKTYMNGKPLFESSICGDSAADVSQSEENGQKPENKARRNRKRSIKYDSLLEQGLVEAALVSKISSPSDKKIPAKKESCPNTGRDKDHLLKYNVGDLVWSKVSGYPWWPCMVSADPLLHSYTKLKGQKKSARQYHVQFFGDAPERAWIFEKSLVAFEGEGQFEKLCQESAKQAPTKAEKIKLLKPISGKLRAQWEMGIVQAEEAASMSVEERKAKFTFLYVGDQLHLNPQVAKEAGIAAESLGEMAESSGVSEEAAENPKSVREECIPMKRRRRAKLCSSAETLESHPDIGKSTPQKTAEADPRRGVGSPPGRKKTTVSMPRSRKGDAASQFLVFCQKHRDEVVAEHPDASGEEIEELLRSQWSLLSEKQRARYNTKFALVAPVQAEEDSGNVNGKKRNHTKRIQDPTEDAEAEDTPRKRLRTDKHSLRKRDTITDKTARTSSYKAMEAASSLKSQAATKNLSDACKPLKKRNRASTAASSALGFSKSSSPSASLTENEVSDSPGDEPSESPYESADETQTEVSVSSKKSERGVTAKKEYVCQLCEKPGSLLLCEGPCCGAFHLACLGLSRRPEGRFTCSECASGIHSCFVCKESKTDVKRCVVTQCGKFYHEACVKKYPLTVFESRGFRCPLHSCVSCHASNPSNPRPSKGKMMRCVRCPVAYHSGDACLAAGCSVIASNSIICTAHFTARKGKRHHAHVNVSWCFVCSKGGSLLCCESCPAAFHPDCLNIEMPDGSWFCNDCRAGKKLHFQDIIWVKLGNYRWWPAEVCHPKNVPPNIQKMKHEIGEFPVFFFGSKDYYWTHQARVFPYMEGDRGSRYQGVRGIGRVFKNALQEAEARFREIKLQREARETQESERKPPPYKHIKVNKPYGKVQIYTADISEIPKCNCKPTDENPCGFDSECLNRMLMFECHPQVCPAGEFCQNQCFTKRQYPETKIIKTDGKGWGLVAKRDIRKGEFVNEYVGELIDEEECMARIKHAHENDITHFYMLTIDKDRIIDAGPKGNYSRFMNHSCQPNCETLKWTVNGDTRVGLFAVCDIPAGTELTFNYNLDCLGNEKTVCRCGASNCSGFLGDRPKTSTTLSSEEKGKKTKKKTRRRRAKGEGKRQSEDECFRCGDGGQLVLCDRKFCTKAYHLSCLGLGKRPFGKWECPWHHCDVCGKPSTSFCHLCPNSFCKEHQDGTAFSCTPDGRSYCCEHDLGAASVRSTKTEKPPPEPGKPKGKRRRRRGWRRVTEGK
PvdQ inh = P. aeruginosa PvdQ acylase inhibitors, primary screen, biochemical, fluorescence, plate reader and imaging, single point; AID 488965, 2010; 340,000 tested, 0.063% active; inhibition, % at 10 µM; purified PvdQ acylase; in the data active = inhibition above about 30%, passing the limit was not always enough;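 also: 0% = vehicle neutral wells and 100% = reference inhibitor wells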
dFosB activator = activators of delta FosB homodimer, primary screen, biochemical, fluorescence polarization, TAMRA-CDK5 oligo, single point; Protein FosB (Mus musculus), P13346; purified delta FosB; percent of positive-control signal above neutral wells; activation, % at 25 µM; 340,000 tested, 0.99% active;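 active = mean activation above about 17%, with every replicate also reaching it, limit read from the data, passing the limit was not always enough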;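 also: fluorescence polarization rise as delta FosB binds a TAMRA Cdk5 AP-1 oligo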
* marks the source's active call; other numbers are inactive results; / = not tested or not shown. Hits appear at their usual frequency; about 4.3% have a hit in one of these screens.

SMILES	PfHsp90 yeast 2	MITF act	CAL PDZ FP-1	Rtt109 HAT inh	SR-BI DiI-HDL act	SR-BI DiI inh	CAL PDZ FP-2	NSD2 HMT inh	PvdQ inh	dFosB activator
COc1ccc(-c2cc(C(=O)N3CCCC(C(F)(F)F)C3)c3ccccc3n2)cc1 (configuration not stated)	-1	8	-0.6	3	-67	67	-6	-1	-15	-12
COc1cc(C(=O)NCc2ccccc2)ccc1OC(F)F	-10	-15	-2.5	3	-11	11	0	-5	-14	0
CCCCNC(=O)OCCNC(=O)Oc1cccc(C)c1	2	1	0.2	7	13	-13	22	-16	-5	4
CC(C)C(=O)OCCN=C1NS(=O)(=O)c2ccccc21	16	6	-0.2	3	8	-8	-4	-1	2	0
CN1c2cccc3cccc(c23)N(C)C1(C)C	26	-1	0.6	-1	4	-4	2	95*	-1	1
Cc1ccc(C(=O)N/C(=C/c2cccs2)C(=O)N2CCCCC2)cc1	13	-7	-1.7	4	15	-15	-3	3	-5	-10
COc1ccc(-c2cc(C(=O)NCCN3CCOCC3)no2)cc1OC	3	-4	-3.0	-19	/	/	-2	-4	-5	-4
COc1ccccc1NC(=O)N1CCN(C(=O)c2ccco2)CC1	-6	5	-1.7	-4	-3	3	-3	0	-17	0
CC(=O)Nc1ccc(/C=C/C(=O)c2ccc3c(c2)OCCO3)cc1	3	2	-2.8	5	/	/	-7	7	-5	-7
CCC(CO)n1c(SCc2cc([N+](=O)[O-])cc3c2OCOC3)nc2ccccc2c1=O (configuration not stated)	-17	0	-0.2	3	-42	42	0	0	-3	0

Laid out differently: entries from further up.
Under each structure: PfHsp90 yeast 2 | MITF act | CAL PDZ FP-1 | Rtt109 HAT inh | SR-BI DiI-HDL act | SR-BI DiI inh | CAL PDZ FP-2 | NSD2 HMT inh | PvdQ inh | dFosB activator
- COc1cc(C(=O)NCc2ccccc2)ccc1OC(F)F
→ -10 | -15 | -2.5 | 3 | -11 | 11 | 0 | -5 | -14 | 0
- CCCCNC(=O)OCCNC(=O)Oc1cccc(C)c1
→ 2 | 1 | 0.2 | 7 | 13 | -13 | 22 | -16 | -5 | 4
- CC(C)C(=O)OCCN=C1NS(=O)(=O)c2ccccc21
→ 16 | 6 | -0.2 | 3 | 8 | -8 | -4 | -1 | 2 | 0

Following part
SMILES	PfHsp90 yeast 2	MITF act	CAL PDZ FP-1	Rtt109 HAT inh	SR-BI DiI-HDL act	SR-BI DiI inh	CAL PDZ FP-2	NSD2 HMT inh	PvdQ inh	dFosB activator
COc1ccc(CC(C)N2CCN(Cc3ccccc3)CC2)c(OC)c1 (configuration not stated)	-43	-1	-0.4	1	20	-20	-3	18	-7	-3
CCN(CC)S(=O)(=O)c1ccc(N2CCOCC2)c(NC(=O)C(=O)c2c(-c3ccccc3)cc3ccccn23)c1	/	/	-2.4	/	22	-22	-1	0	1	-2
O=C(O)Cc1sc(Nc2cccc3ccccc23)nc1-c1ccc(Cl)cc1	-8	-9	/	-1	-14	14	62*	2	-15	-5
O=c1c2c(nc3nc(Cc4ccccc4)[nH]n13)CCC2	-3	-7	-1.5	20	/	/	5	/	4	2
COc1ccc(NC(=O)C2C3C=CC(C3)C2C(=O)O)cc1 (configuration not stated)	16	-4	-2.4	-9	18	-18	-2	1	-15	-3
CCOc1ccc(NC(=O)CN(C)C(=O)CCCc2c[nH]c3ccccc23)cc1OCC	8	5	-0.3	3	-34	34	/	3	-3	4
COc1cc(/C=C2/C(=N)N3N=C(CC(=O)N4CCOCC4)SC3=NC2=O)ccc1OCc1ccccc1	-17	11	-1.4	3	-4	4	-2	13	-13	-12
CNC(=S)NNC(=O)c1noc(C)c1C(=O)N1CCN(C(c2ccccc2)c2ccccc2)CC1	-27	-6	1.0	-1	-9	9	4	-1	19	5
COc1c(C)cccc1C(=O)NC(=S)Nc1cccc2nsnc12	7	6	-3.0	/	15	-15	-2	0	4	-6
O=C(N/N=C/c1cc(Br)c(Br)o1)c1ccc2c(c1)OCCO2	4	/	-2.8	-10	-34	34	/	3	-4	-15
O=C(NCc1cccnc1)c1ccc(COc2ccccc2Br)o1	29	-1	-2.7	-11	-5	5	-1	0	1	-12
C/C(=N\N=C\c1ccccc1F)c1nnn(-c2nonc2N)c1C	-15	45	0.3	1	-11	11	/	-2	-3	-4
O=C(NCC1CCCO1)c1ccc(N2CCCCC2)c([N+](=O)[O-])c1 (configuration not stated)	-4	28	-0.4	-1	-14	14	-4	4	-9	0
Cc1cccc(-n2nc3c(c2NC(=O)CCC2CCCCC2)CS(=O)C3)c1C (configuration not stated)	-10	11	1.5	-1	1	-1	/	/	1	-8
CC(OC(=O)c1ccc2c(=O)n3c(nc2c1)CCC3)C(=O)Nc1ccc(C(N)=O)cc1 (configuration not stated)	/	-1	0.2	1	7	-7	9	2	-11	1
Nc1ccc(Cl)c(S(=O)(=O)Nc2cccc(Cl)c2)c1	-5	-14	0.4	-2	-6	6	/	1	-14	-3
CCC1CN(C(=O)NCc2ccc(F)cc2)c2ccccc2O1 (configuration not stated)	-4	0	0.6	-4	-27	27	-4	-5	-12	-4
COc1ccc(/C=C/C(=O)OCCCN(C)C)cc1	10	-4	-2.7	-3	11	-11	-3	32	0	-7
CC(C)CNc1nc(N)c([N+](=O)[O-])c(NCc2ccccc2)n1	-6	-6	0.5	-7	-22	22	-3	-2	0	-3
N#C/C(=C/Nc1ccccc1F)S(=O)(=O)c1ccc(Cl)cc1	-2	-4	-2.0	/	-11	11	0	2	-28	0
CC12C(=O)N(c3ccccn3)C(=O)C1C1C=CC2C1 (configuration not stated)	3	7	-1.8	13	1	-1	/	/	18	2
CS(=O)(=O)N(CC(=O)N1CCC(C(N)=O)CC1)Cc1ccc(Cl)c(Cl)c1	15	/	1.0	-1	23	-23	-1	/	-15	4
CC(NC(=O)COC(=O)c1ccc([N+](=O)[O-])o1)c1ccccc1 (configuration not stated)	-12	-13	0.6	1	-4	4	-2	35	9	5
C=CCNc1nc(SCC=C)nc2ccsc12	12	-3	0.3	2	-13	13	-1	7	-8	-4
CCOC(=O)c1sc(NC(=O)/C=C/c2cnn(CC)c2C)c(C(=O)OCC)c1C	1	7	-0.4	1	-65	65	2	-6	-19	-18
CCC(C)NC(=O)Cn1c(=O)n(CCCCC(=O)NCc2ccco2)c(=O)c2ccccc21 (configuration not stated)	/	-13	1.0	3	-15	15	-4	2	-2	0
O=S(=O)(NC1CC2CCC1C2)c1ccc(Cl)cc1 (configuration not stated)	104*	/	-2.0	1	1	-1	/	-1	5	-1
CCCCNC(=O)C1CC(=O)N(CCc2ccccc2)C1 (configuration not stated)	-9	2	-1.1	-5	/	/	2	8	-18	-2
CCCCNC(=O)Nc1cc(C(F)(F)F)c[nH]c1=O	-16	/	-1.0	4	5	-5	-2	-2	-13	0
CCN1CCN(CCCNC(=O)CCCn2nc(C)c3sc4ccccc4c3c2=O)CC1	-8	1	-0.7	-3	8	-8	-10	3	-9	-11
COC(=O)C1=C(CS(=O)(=O)c2ccccc2)NC(=O)NC1c1ccc(OC)c(OC)c1 (configuration not stated)	5	-9	-2.0	1	7	-7	0	-3	-8	1
Cc1oc(-c2cccc(Cl)c2)nc1CN1CCC(C(=O)NCCCN2CCCC2=O)CC1	-7	-1	-0.5	-3	9	-9	/	/	-2	-7
COc1ccc(CCNC(=S)NNC(=O)c2c(Br)c(C)nn2C)cc1OC	-11	-10	-1.0	3	33	-33	-4	1	-4	-11
N#CCc1nn(Cc2ccc(F)cc2)c(=O)c2ccccc12	25	-6	-4.5	7	18	-18	-1	0	-21	-17
Cc1ccc(S(=O)(=O)NC2(C(=O)O)CCCC2)cc1	22	-3	0.2	-5	12	-12	-3	0	-13	3
CCOC(=O)C1CN(S(=O)(=O)c2ccc(C)cc2)CCN1S(=O)(=O)c1ccc(C)cc1 (configuration not stated)	-15	11	-1.6	6	9	-9	-3	-2	3	-10
COc1c(Cl)cc(-c2noc(C)c2C(=O)NC(C)C)cc1Cl	-3	7	-2.4	-7	6	-6	-2	/	-4	-5
Cn1[nH]c(-c2ccccc2)c(/C=N/O)c1=O	-15	10	0.0	11	24	-24	-3	-2	-25	-4
N#Cc1ccccc1NC(=O)COC(=O)c1ccc2c(c1)OCCO2	-13	-9	0.1	-15	14	-14	-4	-2	-4	0
CCCSC(=O)N(CC)CC(=O)Nc1c(CC)cccc1CC	1	0	-0.2	-10	8	-8	6	-3	1	-4
COc1cc(Cl)c(S(=O)(=O)N2CC(C)OC(C)C2)cc1Cl (configuration not stated)	/	/	-1.4	-7	-36	36	-25	9	-12	4
CC(=O)c1cccc(-n2nnnc2SCC(=O)Nc2cccc(NC(=O)c3ccco3)c2)c1	6	3	-2.9	1	-28	28	1	9	-3	-11
CCOc1ccc(S(=O)(=O)n2nc(C)c(S(=O)(=O)N3CCOCC3)c2C)cc1	-8	-1	-3.0	1	6	-6	-3	-2	-8	2
O=C(CCN1CCCCC1)Nc1cccc(Cl)c1	-23	3	-1.1	-12	-3	3	1	-1	0	-10
O=S(=O)(O)c1ccc(O)c2cc(Nc3ccccc3)ccc12	-19	-6	2.3	7	12	-12	7	/	2	-9
CCCn1nc(NC(=O)c2ccncc2)c2cc3ccccc3nc21	0	2	-2.6	-12	-63	63	-7	-5	-6	4
Cc1cc(C(=O)Nc2ccc(F)cc2C)n(-c2ccccc2)n1	-26	4	-1.5	-5	/	/	-3	0	-12	0
CNS(=O)(=O)c1cc(Nc2ncnc3sccc23)ccc1C	-9	7	-5.3	-6	-23	23	-12	-3	-7	-5
COc1ccccc1NC(=O)c1oc2ccc(C)cc2c1C	-31	/	-0.5	-11	-22	22	/	-2	-4	-7
Cc1sc2ncnc(SCC(=O)N3CCCC3)c2c1C	0	17	/	4	-18	18	0	0	-14	-8
O=C(Cn1cnc2sc(-c3ccccc3)cc2c1=O)N1CCOCC1	5	11	-1.0	10	2	-2	-1	12	-8	-5
Clc1ccccc1-c1nn2c(Cn3cnc4ccccc43)nnc2s1	-13	0	-3.9	13	17	-17	-1	-3	-11	-1
Cc1cc(NC(CC(C)C)C(=O)O)nc(Cc2ccccc2)n1 (configuration not stated)	-9	-6	-1.5	-10	12	-12	0	/	-9	2
